KCNH2 WT inh: qHTS for Inhibitors of KCHN2 3.1: Wildtype qHTS. U2OS, BacMam KCNH2, thallium flux FluxOr; hits give low values. Voltage-gated inwardly rectifying potassium channel KCNH2 (Homo sapiens), Q12809. activity change, % at 1.84 µM. actives 0.37% (n = 340,000);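 active means maximum activity change below -70%; inconclusive means maximum activity change between -70% and -50%; inactive means maximum activity change above -50%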; further: on the % scale 0 is the no-effect control and ±100 the full control effect
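U2OS cells were transduced with wild-type KCNH2 virus (2.03 x 10^8 / mL) for 4 h at room temperature, then cultured overnight at 37 C. Thallium flux was read with FluxOr dye. Rate constants were normalized to DMSO controls.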
MBNL1 CUG block: qHTS Assay for Inhibitors of MBNL1-poly(CUG) RNA binding; Muscleblind-like protein 1 (Homo sapiens), Q9NR56; TR-FRET MBNL1-His/biotin-(CUG)12 binding, 665/545 ratio; Potency, µM (top dose mostly 57.5 µM), without a hit: at the top dose activity change, negative = inhibition, hits mostly inhibitors; actives 0.036% (n = 280,000); AID 2675, 2010; active means well fitted inhibition curve with a large enough effect in the signal ratio, with a control signal flat, not every such curve was filed as active; inconclusive means small, poorly fitted or top-dose-only effect, or effect the other way, or a change in a side signal; inactive means no such curve, though single readings can be large or run the other way; the % refers to the signal ratio; further: potency means the concentration at half of the fitted maximal effect; on the % scale 0 is the no-effect control and ±100 the full control effect
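MBNL1-His + Biotin-(CUG)12, cpd titration 92 nM–58 uM; Tb anti-His Ab 0.055 ng/ul, SA-XL665 5 nM (final); 60 min RT; ratiometric 665/545 nm, Ex 340 nm; normalized to buffer and full-complex controls.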
Coupling enz: qHTS Assay for Inhibitors of Fructose-1,6-bisphosphate Aldolase from Giardia Lamblia: Coupling assay counterscreen; coupling enzyme system counterscreen, AmpLite Red fluorescence; activity change, negative = inhibition, % at 58.2 µM, hits read low; actives 0.67% (n = 290,000); in the data active means activity change below about -30%; further: on the % scale 0 is the no-effect control and ±100 the full control effect
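Activity here indicates interference with the coupling reaction, not aldolase inhibition. Compounds at 57.5 uM final met coupling enzymes for 10 min at RT; substrate and AmpLite Red detection followed, with a 525/598 nm fluorescence read after 20 min.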
ASM inhibitor: Inhibitors of Secretory Acid Sphingomyelinase (S-ASM): qHTS. Sphingomyelin phosphodiesterase (Homo sapiens), P17405. placental ASM, HMU-PC fluorogenic substrate, 60 min. Potency, µM (top dose mostly 57.5 µM), without a hit: at the highest dose activity change, negative = inhibition, hits mostly inhibitors. actives 0.006% (n = 340,000). AID 504937, 2011; further: potency means the concentration at half of the fitted maximal effect
Target sequence (P17405 47-631 limits assumed): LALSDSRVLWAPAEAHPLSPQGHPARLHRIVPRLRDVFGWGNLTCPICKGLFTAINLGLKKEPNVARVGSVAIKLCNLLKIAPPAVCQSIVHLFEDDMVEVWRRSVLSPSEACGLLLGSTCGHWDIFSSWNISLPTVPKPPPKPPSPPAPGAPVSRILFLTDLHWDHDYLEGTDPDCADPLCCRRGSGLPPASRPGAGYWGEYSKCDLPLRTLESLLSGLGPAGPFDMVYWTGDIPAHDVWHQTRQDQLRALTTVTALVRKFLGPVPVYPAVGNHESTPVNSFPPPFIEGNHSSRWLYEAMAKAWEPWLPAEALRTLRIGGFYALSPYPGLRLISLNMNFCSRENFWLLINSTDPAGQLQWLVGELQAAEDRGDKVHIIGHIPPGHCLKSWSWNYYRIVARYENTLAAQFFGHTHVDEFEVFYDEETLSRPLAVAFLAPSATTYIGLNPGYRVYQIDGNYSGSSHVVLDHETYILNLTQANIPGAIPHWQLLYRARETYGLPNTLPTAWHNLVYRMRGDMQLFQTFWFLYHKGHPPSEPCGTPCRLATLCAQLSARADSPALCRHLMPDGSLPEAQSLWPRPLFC
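Human placenta-derived ASM preincubated with compound 10 min at room temperature, then reacted with 9 uM (final) fluorogenic HMU-PC substrate for 60 min at 37 C. Stop solution raises pH to 10; fluorescence read at Ex 386/Em 447 nm.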
TRPV1 agonist: HTS Assay for Compounds that Act as Agonists of the Vanilloid Receptor 1 | Transient receptor potential cation channel subfamily V member 1 (Homo sapiens), Q8NER1 | TRPV1-expressing cells, Fluo-8 calcium influx, agonist mode | activation, % at 8.33 µM | actives 0.19% (n = 320,000); in the data active means activation above about 80%; inconclusive means between about 30% and that limit; further: 0% is about no effect
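Fluo-8 calcium influx in TRPV1-expressing cells, kinetic read (ex 480/em 520 nm). Compound added and read 3 min for agonist activity, followed by capsaicin at EC20 final and 2 min further read for enhancement.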
AT treatment: qHTS Assay for Identifying a Potential Treatment of Ataxia-Telangiectasia; actives 0.19% (n = 320,000); Potency, µM (top dose mostly 57.5 µM), inactives show at the highest dose activation, most hits filed as activators; […] A-T fibroblasts, KAP-1 phosphorylation AlphaLISA; neocarzinostatin DNA damage 30 min before lysis; AID 485349, 2010; further: potency means the concentration at half of the fitted maximal effect; % of control where 0% means no effect; nearly all actives have a fitted effect of over 45% in size
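hTERT-immortalized A-T patient fibroblasts ([…]), 500 cells/well in OPTI-MEM, 1% FBS, got compounds for 60 min, then NCS for 30 min at 37C. Lysates were then assayed for phospho-KAP-1 by AlphaLISA (anti-pKAP1 donor, anti-KAP1 acceptor beads), 6 hr at 25C.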
GALK inh: qHTS Assay for Inhibitors of Human Galactokinase (GALK); Purified GALK, Kinase-Glo residual ATP luminescence; actives 0.007% (n = 270,000); AID 1868, 2009; P51570; Potency, µM (series often up to 57.5 µM), without a hit: top-dose activity change, negative = inhibition, most hits filed as inhibitors; further: potency means the concentration at half of the fitted maximal effect; on the % scale 0 is the no-effect control and ±100 the full control effect
Target sequence (P51570 whole entry, looked up): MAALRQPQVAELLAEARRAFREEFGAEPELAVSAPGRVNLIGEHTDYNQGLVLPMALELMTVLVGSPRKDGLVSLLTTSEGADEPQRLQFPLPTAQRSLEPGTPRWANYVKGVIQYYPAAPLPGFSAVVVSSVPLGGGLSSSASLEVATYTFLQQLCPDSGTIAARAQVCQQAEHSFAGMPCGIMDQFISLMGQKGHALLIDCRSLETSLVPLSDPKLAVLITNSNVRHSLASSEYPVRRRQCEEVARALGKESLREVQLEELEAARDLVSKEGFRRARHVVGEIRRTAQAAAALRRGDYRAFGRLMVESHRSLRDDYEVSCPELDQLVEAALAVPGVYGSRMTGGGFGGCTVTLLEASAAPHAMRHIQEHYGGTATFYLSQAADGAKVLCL
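The enzyme phosphorylates galactose (100 uM) using ATP (35 uM); inhibition is detected as higher residual ATP, quantified by bioluminescence after 1 h reaction at room temperature, pH 8.0.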
KCNH2 3.1 inh: qHTS for Inhibitors of KCHN2 3.1: Mutant qHTS | U2OS KCNH2 3.1, thallium flux FluxOr; hits give low values | activity change, % (tested at about 1.8 µM) | actives 0.95% (n = 340,000) | AID 720553, 2013;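 active means maximum activity change below -70%; inconclusive means maximum activity change from -70% to -50%; inactive means maximum activity change above -50%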;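 further: thallium influx rate constant from kinetic fluorescence after stimulation buffer; on the % scale 0 is the no-effect control and ±100 the full control effect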
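Channel expression came from 3.1 mutant virus (1.77 x 10^8 /mL) applied to suspended U2OS cells for 4 h. Flux was tracked with FluxOr dye plus Red40 quencher, and kinetic rate constants normalized to controls.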
CXXC DNA block: qHTS Fluorescence Polarization Assay for Inhibitors of MLL CXXC domain - DNA interaction; Histone-lysine N-methyltransferase 2A (Homo sapiens), Q03164; MLL-CXXC / FITC-HOXA9 DNA fluorescence polarization; Potency, µM (titrated, usually from 115 µM), inactives show at the highest dose activity change, negative = inhibition, most hits filed as inhibitors; actives 0.037% (n = 290,000); AID 2662, 2010; active means well fitted inhibition curve with a large enough effect in the polarisation, with a control signal flat, not every such curve was filed as active; inconclusive means small, poorly fitted or top-dose-only effect, or effect the other way, or a change in a side signal; inactive means no such curve, though single readings can be large or run the other way; the % refers to the polarisation; further: potency means the concentration at half of the fitted maximal effect
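Fluorescence polarization: 7 uM MLL-CXXC (stock) preincubated 5 min with compounds, then 50 nM fluorescein-HOX-A9 DNA (stock) added; 30 min ambient. Buffer 50 mM Tris-HCl pH 7.5, 50 mM NaCl, 1 mM DTT, 0.05% BSA.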
a7 integrin act: qHTS for Activators of Integrin-Mediated Alleviation for Muscular Dystrophy | Potency, µM (titrated, usually from 38.3 µM), inactives show top-dose activation, most hits filed as activators | actives 0.064% (n = 350,000) | AID 624291, 2012 | alpha7betagal myoblasts, beta-gal FDG fluorescence, 48 h;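 further: potency means the concentration at half of the fitted maximal effect; 100% = response of the positive control SU9516; nearly all actives have a fitted effect of over 60% in size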
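Alpha7betagal+/- myoblasts (passage 13) were plated 16-24 hr, then exposed to compounds (1:260 dilution of DMSO stock) for 48 hours at 37C. After MPER lysis, β-galactosidase reporter activity was read as FDG fluorescence (ex 480/em 540) after 30 minutes.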
* hit, by the source's call; ? = inconclusive; . = not tested or not shown; [ ] = remark or other dose. Unless noted, the call rests on the fitted dose curve; in most records, active means well fitted curve in the direction sought with a large enough effect; inconclusive means small, poorly fitted or top-dose-only effect, or another doubt; inactive means no such curve, though single readings can be large; an effect the other way counts as inactive or inconclusive.

nr	compound	KCNH2 WT inh	MBNL1 CUG block	Coupling enz	ASM inhibitor	TRPV1 agonist	AT treatment	GALK inh	KCNH2 3.1 inh	CXXC DNA block	a7 integrin act
1	O=C(Nc1ccc2nc(N3CCOCC3)sc2c1)c1ccc(F)cc1	-9.4	.	.	4.6%	6.6	1.5%	.	-1.7	.	-19.0%
2	Cn1cccc1C(=O)NNC(=O)COc1ccc(Br)cc1	-7.5	.	.	3.0%	2.5	9.7%	.	2.3	.	6.8%
3	C=CCOc1ccc(C=Nc2cccc(Cl)c2)c(O)c1	-5.6	.	-4.6	7.7%	-3.8	9.3%	0.4%	-0.3	6.1%	12.2%
4	O=C(NCCCN1CCCC1=O)c1cn(-c2ccccc2)nc1-c1ccccc1	3.5	1.3%	0.0	-0.5%	18.5	0.9%	4.1%	1.7	1.0%	12.2%
5	C=CCN=Cc1c(C)[nH]n(-c2ccccc2)c1=O	-0.1	5.1%	0.3	4.7%	?	4.9%	-1.3%	.	-2.0%	-11.4%
6	Cc1ccccc1OS(=O)(=O)c1cn(C)c(=O)n(C)c1=O	3.9	-8.5%	0.5	0.7%	-0.1	-0.1%	0.0%	-5.4	-19.1%	19.3%
7	CC1C(=O)N(Cc2ccc([N+](=O)[O-])cc2)c2ccccc2N1C(=O)c1c(F)cccc1F (configuration not stated)	-79.4*	8.6%	-0.4	1.2%	5.5	-2.7%	0.6%	-1.5	?	-2.1%
8	CCOC(=O)c1c(NC(=O)CN2CCN(C)CC2)sc(C(=O)Nc2ccccc2)c1C	2.9	2.6%	-0.3	-8.7%	3.7	-0.4%	0.7%	2.1	-0.3%	-63.6%[inhibitor]
9	COc1ccc(C(=O)N2CCN(c3ccccc3)CC2)cc1S(=O)(=O)NC1CC1	-20.0	.	.	2.6%	-3.2	1.8%	.	0.7	.	-3.4%
10	Cc1c(C)c2c(OCC(=O)Nc3ccc(CCO)cc3)cc3c(c2oc1=O)CCC(C)(C)O3	3.4	17.3%	-0.8	30.7%	?	1.4%	.	1.0	20.9%	-21.0%
11	CC(C)(CC(=O)O)CC(=O)O	5.4	-11.4%	2.7	2.5%	-2.8	9.9%	.	4.6	10.4%	2.1%
12	O=c1c2[nH]cnc2n(-c2ccccc2)c(=O)n1Cc1ccccc1	-1.6	-2.7%	-0.7	4.9%	-4.2	1.3%	-2.0%	-8.4	41.5%[activator]	-30.2%
13	COc1ccc(C(CNC(=O)CCNC(=O)c2ccccc2Cl)N2CCCC2)cc1 (configuration not stated)	3.5	.	.	1.6%	-0.4	10.9%	.	-30.9	.	-1.5%
14	CC(=O)c1cc(C#N)c(SCC(=O)OC(C)(C)C)nc1C	-2.7	?	-0.8	-1.6%	1.5	.	-1.5%	-14.5	-2.5%	-30.4%
15	COC(=O)/C(=C/c1cccc([N+](=O)[O-])c1)NC(=O)c1ccc(OC)cc1	-2.7	16.0%	1.7	-0.9%	-2.6	.	1.3%	11.7	-0.3%	17.1%

Next results
nr	compound	KCNH2 WT inh	MBNL1 CUG block	Coupling enz	ASM inhibitor	TRPV1 agonist	AT treatment	GALK inh	KCNH2 3.1 inh	CXXC DNA block	a7 integrin act
16	COC(=O)C(C)n1nc(C)n(-c2ccc(C)cc2)c1=O (configuration not stated)	9.7	1.0%	0.4	-1.5%	-3.6	-5.7%	1.5%	8.4	2.5%	-23.8%
17	CCOc1ccc(OCCCCNCCN)cc1	.	1.0%	-0.3	.	2.5	-2.7%	-1.7%	.	-5.2%	.
18	CCOc1ccc(NC(=O)COc2ccc(C(=O)NCC3CCCO3)cc2OC)cc1 (configuration not stated)	-10.9	.	.	-3.7%	3.2	4.3%	.	-5.8	.	-3.7%
19	Cc1ccc([C@@H]2CC=C(C(=O)O)[C@H](c3ccc(Cl)cc3)N2S(=O)(=O)c2ccccc2C)cc1	5.1	.	.	-1.0%	.	26.7%	.	2.9	.	13.3%
20	CC(NC(=O)C(=O)N/N=C\c1ccc([N+](=O)[O-])cc1)c1ccccc1 (configuration not stated)	3.0	?	0.0	-3.7%	-0.9	-4.2%	3.8%	-6.6	-11.0%	?
21	COc1ccc(S(=O)(=O)N2CCN(c3ncccn3)CC2)cc1	-0.8	.	.	1.0%	.	.	.	-3.9	.	-15.2%
22	O=C(CCCN1C(=O)c2cccc3cccc(c23)C1=O)N1CCN(c2ccccn2)CC1	2.6	?	-1.2	-2.4%	3.8	-3.7%	-3.6%	-4.8	7.7%	-20.8%
23	COc1cc(C(=O)OCC(=O)NCCC2=CCCCC2)cc(OC)c1OC	-10.0	.	.	3.5%	3.0	-2.9%	.	-4.8	.	-24.2%
24	CCOC(=O)C(NCc1ccccc1)(NC(=O)c1ccccc1)C(F)(F)F (configuration not stated)	-5.7	-3.6%	1.3	-0.3%	1.6	.	1.5%	-15.9	-1.1%	-13.7%
25	CCOc1cccc(OCCOCCn2cnc3ccccc3c2=O)c1	-7.4	-2.7%	-0.3	-0.2%	4.3	-1.7%	0.1%	7.8	-16.5%	23.8%
26	Nc1cc(=O)[nH]c(SCC(=O)Nc2cccc(Cl)c2)n1	-0.3	-0.3%	-1.2	-0.5%	-0.6	3.4%	-3.7%	-10.1	-1.1%	12.1%
27	CCOC(=O)CSc1nc(C(C)C)nc2ccccc12	-1.6	-0.2%	0.0	-0.1%	20.8	0.1%	-1.8%	4.3	-4.2%	-6.2%
28	C/C(=N\NC(=O)c1ccc(Br)cc1)c1cccnc1	-3.3	3.2%	1.5	4.9%	14.6	-2.4%	6.4%	-9.6	-0.4%	-10.4%
29	COc1ccc(Cl)cc1C(=O)NCC(=O)OCc1ccccc1	-4.1	.	.	-6.0%	7.4	-2.4%	.	2.9	.	2.6%
30	O=C(Nc1nnc(-c2ccccc2)s1)c1cccc(S(=O)(=O)N2CCOCC2)c1	-7.8	15.4%	8.4	-11.7%	?	.	-8.1%	10.4	-0.7%	12.3%

Continuation.
nr	compound	KCNH2 WT inh	MBNL1 CUG block	Coupling enz	ASM inhibitor	TRPV1 agonist	AT treatment	GALK inh	KCNH2 3.1 inh	CXXC DNA block	a7 integrin act
31	O=C(c1cccc(C(F)(F)F)c1)N1CCOc2ccccc21	6.2	-12.1%	-9.8	4.0%	?	10.9%	0.7%	-6.1	22.5%	-14.2%
32	COCCC(=O)NC1CCCc2c1cnn2-c1cccc(C)c1C (configuration not stated)	-4.1	-5.3%	-0.5	2.1%	3.6	-3.0%	6.6%	5.5	8.6%	4.0%
33	Cc1cc(C)c2nc(N3CCC(C(=O)N4CCN(C(=O)c5ccco5)CC4)CC3)sc2c1	-8.3	-3.2%	2.6	-18.3%	-5.6	5.4%	-0.1%	-39.0	3.3%	-25.4%
34	COc1cccc(NC(=O)C2CCN(S(=O)(=O)c3ccc4c(c3)NC(=O)CO4)CC2)c1	8.5	-0.4%	.	0.0%	0.1	7.3%	-4.1%	26.1	20.9%	-4.1%
35	Cc1ccc(C)c(-n2c(SCC(=O)NCC3CCCO3)nnc2-c2ccoc2C)c1 (configuration not stated)	-9.9	-13.8%	9.9	-0.3%	6.5	10.8%	1.4%	5.6	-3.8%	-23.4%
36	Cn1c(=O)n(C)c2cc(C(=O)Nc3ccc4c(c3)OCO4)ccc21	-33.1	-2.8%	2.8	-1.1%	-2.1	1.7%	-0.5%	-1.0	2.7%	5.8%
37	CSc1nc(Oc2ccc(F)cc2F)cc(C(F)(F)F)n1	-6.3	-4.1%	5.3	-5.8%	-0.6	5.7%	0.0%	-25.0	1.5%	4.2%
38	Cc1ccccc1N1CCN(CCC(=O)Nc2ccc(F)cc2)CC1	26.9	-3.8%	3.2	-0.2%	29.3	7.6%	4.4%	-29.9	2.2%	?
39	N#CCCn1nc2c(c1N)CCC2	0.5	.	.	-1.6%	.	.	.	7.2	.	22.6%
